Screening data deposited in PubChem by Sanford-Burnham Center for Chemical Genomics.
APJ ag – APJ receptor agonism; P35414; CHO-K1 APJ PathHunter beta-arrestin, luminescence; 0% DMSO wells, 100% apelin; activation, % at 20 µM; hit rate 0.11% among 330,000; AID 2520;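 active = activation more than six SD over the plate average, tested at 20 µM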;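 also: 0% = DMSO alone and 100% = apelin-13 at 10 nM; some results filed as inactive read as strong as hits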
Target sequence (P35414 whole entry, looked up): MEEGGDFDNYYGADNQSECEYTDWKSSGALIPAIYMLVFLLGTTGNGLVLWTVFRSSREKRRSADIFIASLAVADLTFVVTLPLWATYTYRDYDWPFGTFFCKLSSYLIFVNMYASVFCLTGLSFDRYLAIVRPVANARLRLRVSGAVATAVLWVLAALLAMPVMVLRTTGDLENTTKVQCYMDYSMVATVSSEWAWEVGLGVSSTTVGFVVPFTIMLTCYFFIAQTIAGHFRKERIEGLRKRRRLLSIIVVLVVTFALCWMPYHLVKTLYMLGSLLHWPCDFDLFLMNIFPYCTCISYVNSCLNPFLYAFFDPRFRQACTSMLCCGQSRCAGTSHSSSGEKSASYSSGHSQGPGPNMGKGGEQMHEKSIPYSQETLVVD
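Incubation: overnight seeding, 90 min compound at 25 °C, 1 h detection; test system: PathHunter CHO-K1 APJ (AGTRL-1) beta-arrestin reporter cells; amount: 1000 cells/well; doses: one dose, 20 µM compound, 1% DMSO; measured by: beta-gal luminescence; measure: agonist-driven arrestin binding to APJ; benchmarks: negative DMSO alone, positive Apelin-13 at 10 nM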
UPR XBP1 act – activators of adaptive arm of unfolded protein response (XBP1) | hit rate 0.33% among 330,000 | AID 463104 | CHO-XBP1 luciferase reporter, IRE1-XBP1 UPR activation, luminescence; percent of tunicamycin response, DMSO as zero | activation, % at 20 µM;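 active = versus positive control, 20 µM dose yields 30% or more activation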;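 also: 100% = tunicamycin at 10 µg/mL and 0% = DMSO only wells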
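Assay system: CHO-XBP1 luciferase reporter cells; Schedule: 6 h treatment, 37 °C; Detection: glow luminescence from Steady-Glo reagent; Benchmarks: high control tunicamycin 10 µg/mL final, low control DMSO vehicle only.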
CXCR6 block – inhibitors of human CXCR6 receptor | O00574 | CHO-K1 PathHunter CXCR6 beta-arrestin, luminescence | inhibition, % at 20 µM | hit rate 0.36% among 360,000; in the data active = inhibition above about 34%, passing the limit was not always enough;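 also: antagonist mode with CXCL16 agonist at 10 nM final; 0% = 10 nM CXCL16 with DMSO and 100% = unstimulated wells without agonist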
Target sequence (O00574 whole entry, looked up): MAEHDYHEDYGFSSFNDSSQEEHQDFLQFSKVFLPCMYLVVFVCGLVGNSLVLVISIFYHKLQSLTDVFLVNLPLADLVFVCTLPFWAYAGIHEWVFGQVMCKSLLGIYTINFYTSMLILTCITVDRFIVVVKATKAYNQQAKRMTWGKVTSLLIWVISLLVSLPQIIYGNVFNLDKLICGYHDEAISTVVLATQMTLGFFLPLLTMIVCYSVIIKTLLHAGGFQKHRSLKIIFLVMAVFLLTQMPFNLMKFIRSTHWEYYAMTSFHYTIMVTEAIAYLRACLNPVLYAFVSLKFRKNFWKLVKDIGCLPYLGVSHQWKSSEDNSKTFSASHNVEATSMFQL
TIM10 inh – growth inhibitors of TIM10 yeast strain | AID 463195 | S. cerevisiae TIM10 strain growth, BacTiter-Glo luminescence, 24 h | hit rate 1.4% among 330,000 | inhibition, % at 10 µM;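 active = inhibition of 40% or more at the single tested concentration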;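 also: wild-type TIM10 isogenic control strain grown at permissive 25 °C; 0% = DMSO yeast wells and 100% = minimal medium wells without yeast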
APJ antag – APJ receptor antagonism | P35414 | CHO-K1 APJ beta-arrestin complementation, luminescence | inhibition, % at 20 µM | hit rate 0.32% among 330,000 | AID 2521;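 active = inhibition above about 40% at 20 µM, limit read from the data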;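 also: cells challenged with 10 nM apelin-13 agonist together with compound; plate controls were apelin-13 plus DMSO wells for no effect and DMSO wells lacking apelin-13 for full effect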
Mdm2 MdmX PPI – disrupts the human Mdm2-MdmX interaction; AID 485346; hit rate 3% among 330,000; inhibition, % at 8 µM; SaOS-2 split-luciferase Mdm2/MdmX complementation, luminescence; O15151+Q00987;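 active = inhibition of at least 50% at 8 µM in the primary screen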
tim10-1 inh – growth inhibitors of tim10-1 mutant yeast. S. cerevisiae tim10-1 ts strain growth, BacTiter-Glo, 24 h. inhibition, % at 20 µM. hit rate 2.2% among 330,000;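 active = inhibition of at least 40%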;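 also: mutant grown at 25 °C; 0% = DMSO wells with yeast and 100% = wells holding no yeast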
tim23-1 inh – growth inhibitors of tim23-1 mutant yeast; S. cerevisiae tim23-1 growth, BacTiter-Glo luminescence, 24 h; inhibition, % at 20 µM; hit rate 1.3% among 330,000; AID 463212;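 active = growth inhibition of the mutant yeast at or above 50%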;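 also: temperature-sensitive mutant grown at 25 °C; plate controls were DMSO-treated mutant yeast for no effect and medium wells lacking yeast for full effect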
CHOP UPR activ – activators of apoptotic arm of unfolded protein response (CHOP); CHO-CHOP luciferase reporter, UPR activation, luminescence; percent of tunicamycin response over DMSO baseline; activation, % at 10 µM; hit rate 0.34% among 330,000;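 active = at 10 µM dose, activation of 40% or more, normalized to positive control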;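 also: 100% = tunicamycin at 10 µg/mL and 0% = DMSO alone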
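measured by = luciferase luminescence | assay system = CHO-CHOP cells, stable luciferase reporter of PERK-eIF2a-CHOP signalling | amount = 500 reporter cells seeded per well | timing = 6 h compound exposure at 37 °C after overnight seeding | controls = positive tunicamycin 10 µg/mL, negative DMSO alone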
An asterisk follows results filed as active; / = no result given. Only part of the results is shown; rates above refer to the full screens.

SMILES	APJ ag	UPR XBP1 act	CXCR6 block	TIM10 inh	APJ antag	Mdm2 MdmX PPI	tim10-1 inh	tim23-1 inh	CHOP UPR activ
Cc1ccc(S(=O)(=O)n2nc(OC(=O)C(C)(C)C)cc2N)cc1	7.1	-2.8	-11.8	17.1	29.0	35.4	25.5	13.9	-0.3
COC(=O)c1ccc2c(=O)n(-c3ccccc3)c(=S)[nH]c2c1	-2.7	4.8	12.7	16.9	8.7	-9.5	23.2	20.1	-2.0
COc1cc2ncnc(NCc3ccc(C)cc3)c2cc1OC	-1.6	1.8	-7.9	-15.2	12.3	29.8	9.9	-6.6	-1.8
NC(=O)c1ccccc1NC(=O)Nc1cccc(Cl)c1	-0.1	2.1	-4.9	22.0	2.1	7.3	-11.3	27.6	14.2
O=C(O)c1nn(-c2ccc(Cl)cc2)ccc1=O	-2.8	-2.2	-3.6	-2.4	10.8	7.1	-2.5	7.9	0.4
O=C(Nc1ccc(N2CCOCC2)nc1N1CCOCC1)c1cccc(C(F)(F)F)c1	-3.1	-0.1	6.2	9.9	13.7	15.2	-4.3	0.1	-0.4
CN1C(=O)c2cccc3c(S(=O)(=O)N(C)C)ccc1c23	5.9	-0.3	2.5	-5.4	10.5	17.2	-13.6	6.1	2.2
Cc1ccc(S(=O)(=O)N(CC(=O)NN=C2CCN(C)CC2)c2ccc(C(C)C)cc2)cc1	-0.8	-2.5	3.5	17.3	1.7	19.3	10.8	-1.5	0.5
CCN(CC(=O)NCc1cccs1)C(=O)/C=C/c1ccc(OC)cc1OC	-4.2	-2.8	-4.5	-7.6	-50.8	-9.9	8.2	3.9	-1.1
Cc1cccc(NC(=O)CSCc2nc3c(nnn3Cc3ccc(F)cc3)c(=O)[nH]2)c1C	-2.7	-3.2	-7.5	2.7	3.7	-2.9	18.3	-3.8	-1.3
CC(=O)N1CCN(C(=O)C2CCN(S(=O)(=O)c3ccccc3C(F)(F)F)CC2)CC1	-3.6	-1.4	1.0	-4.4	4.2	14.9	-18.1	-0.9	-0.3
c1ccc(CSc2nnc3ccc(-c4ccncc4)nn23)cc1	-2.3	-0.8	-0.2	5.1	4.6	35.5	15.1	19.9	-1.0
CCC(=O)Nc1ccc(NC(=O)c2ccco2)cc1	-1.7	-1.2	17.8	-0.3	3.8	-18.3	-4.4	18.3	0.0
CN(CCOc1ccccc1)C(=O)C1CCC(=O)N(CCCN2CCCC2=O)C1 (stereo unspecified)	-2.4	-4.4	6.3	5.1	14.7	6.2	4.2	-5.9	-0.4
COCCn1c(=O)[nH]c2cc(C(=O)N3CCN(c4ccc(OC)cc4)CC3)ccc2c1=O	2.2	-2.3	4.3	3.6	18.3	-10.3	13.1	9.2	2.2
Cc1ccc(C)c(-n2nnnc2SCC(=O)c2c(N)n(C)c(=O)n(C)c2=O)c1	-1.5	2.1	/	-33.0	-4.8	24.7	-2.4	-12.2	1.8
CCC(C)[C@H](NC(=O)Nc1ccccc1F)C(=O)O (stereo partly specified)	-3.4	-0.7	12.4	2.7	4.7	-4.4	-1.8	14.5	0.2
COC(=O)C1CCN(S(C)(=O)=O)CC1	-5.6	0.3	-0.9	4.7	2.1	3.8	-2.4	0.4	-0.1
CC(C)Nc1ccc(C(CC(N)=O)NC(=O)Cc2ccc(Br)cc2)cc1[N+](=O)[O-] (stereo unspecified)	-4.2	0.4	15.7	-2.0	12.1	27.9	1.7	2.5	-0.2
O=C(O)CSc1nnc(-c2ccc3c(c2)OCO3)o1	-3.1	-1.7	5.4	0.6	20.1	18.1	-0.2	10.6	0.6
COc1c2ccoc2c(OC[C@@H](O)C(C)(C)OC)c2oc(=O)ccc12	6.9	-0.8	3.1	3.4	-31.3	-19.4	-0.7	8.0	-0.3
Cn1c(C(=O)N2CCCC(C(=O)NCCCSC3CCCCC3)C2)cc2sccc21 (stereo unspecified)	-3.9	-2.7	8.9	14.6	-2.6	21.3	21.2	19.7	0.9
CCCn1c(=O)c2[nH]c(C3CCCC3)nc2n(CCC)c1=O	0.4	-8.1	-3.4	20.1	8.3	18.2	26.0	6.1	-2.3
O=C(CCCN1C(=O)NC2(CCCC2)C1=O)NCc1ccccc1	-1.8	-1.5	-9.6	-0.9	-1.3	2.5	5.2	9.5	0.9
N#Cc1ccccc1S(=O)(=O)N1CCN(C(=O)c2ccc(-n3cncn3)c([N+](=O)[O-])c2)CC1	2.0	-2.4	1.1	3.5	-29.4	6.3	6.1	7.5	0.1
COc1ccc(S(=O)(=O)N2N=C(c3ccc(NS(C)(=O)=O)cc3)CC2c2ccco2)cc1 (stereo unspecified)	-1.1	2.1	2.6	18.0	0.8	6.9	15.0	5.4	1.0
COc1nc(NCCO)nc(Nc2ccc([N+](=O)[O-])cc2)n1	0.0	2.6	6.2	21.8	-17.9	13.1	16.2	27.3	1.6
Cc1cnn(C(=O)c2cc(-c3ccccn3)nc3ccc(Cl)cc23)c1	-4.5	-0.3	-3.7	1.8	3.4	-15.7	17.2	-1.8	0.0
COc1cc(OC)c(C(=S)N2CCCC2)cc1OC	4.5	-4.5	-11.4	0.3	6.8	-23.5	-0.1	11.7	-1.4
Nc1cc(C(=O)c2ccccc2)ccc1[N+](=O)[O-]	-0.6	0.4	-9.2	17.7	-1.8	17.9	10.3	-19.5	0.9
COC(=O)c1ccc(COc2ccc(/C=N/Nc3cccc(C(=O)O)c3)cc2)cc1	5.2	-3.6	-22.5	-11.6	-5.8	-23.5	-9.1	17.9	-0.8
Nc1c2c(nc3ccc(Br)cc13)N(Cc1ccccc1)CC2	-1.3	2.3	-3.0	25.1	-10.8	-9.5	22.4	23.9	1.6
O=C(COC(=O)CCc1c[nH]c2ccccc12)NC1CCS(=O)(=O)C1 (stereo unspecified)	-5.1	0.5	-0.6	-9.4	-8.4	-3.9	8.5	-2.4	-1.1
Cc1cccc(CC(=O)Nc2c3c(nn2-c2cccc(Cl)c2)CS(=O)C3)c1 (stereo unspecified)	2.6	-1.2	-0.8	24.0	1.4	-11.1	13.7	23.3	2.2
OCCNCCCCOc1ccccc1F	-6.2	-0.6	2.6	-4.8	24.2	1.0	5.4	-10.9	2.6
Cc1ccc(OCC(=O)OCC(=O)NC2CC2)cc1C	-4.4	-0.8	4.8	4.7	-11.3	-13.0	5.9	15.1	-0.9
C=CCn1c(O)c(N=NC(=O)CNC(=O)c2ccncc2)c2ccccc21	-2.7	-1.6	7.7	-8.2	2.0	4.2	0.5	-7.1	-1.6
O=c1[nH]c(N2CCN(c3ccccc3)CC2)nc2c1CCCC2	0.5	1.2	-0.2	-1.7	19.7	21.7	5.9	-3.8	-0.9
O=C(CSc1nnc(NC(=O)C2CC2)s1)Nc1cccc(F)c1	8.1	0.4	3.7	4.0	-5.7	2.6	2.4	-3.1	1.6
COc1ccccc1N1CCN(C(=O)c2ccc(Cl)c(S(=O)(=O)NCc3ccco3)c2)CC1	-1.9	-1.4	-10.5	15.8	5.5	48.6	21.1	21.1	-1.2

For reference, part of the list above:
SMILES	APJ ag	UPR XBP1 act	CXCR6 block	TIM10 inh	APJ antag	Mdm2 MdmX PPI	tim10-1 inh	tim23-1 inh	CHOP UPR activ
O=c1[nH]c(N2CCN(c3ccccc3)CC2)nc2c1CCCC2	0.5	1.2	-0.2	-1.7	19.7	21.7	5.9	-3.8	-0.9
O=C(CSc1nnc(NC(=O)C2CC2)s1)Nc1cccc(F)c1	8.1	0.4	3.7	4.0	-5.7	2.6	2.4	-3.1	1.6
COc1ccccc1N1CCN(C(=O)c2ccc(Cl)c(S(=O)(=O)NCc3ccco3)c2)CC1	-1.9	-1.4	-10.5	15.8	5.5	48.6	21.1	21.1	-1.2

(further entries)
SMILES	APJ ag	UPR XBP1 act	CXCR6 block	TIM10 inh	APJ antag	Mdm2 MdmX PPI	tim10-1 inh	tim23-1 inh	CHOP UPR activ
Cc1ccc(C(=O)NC(NCc2ccco2)C(Cl)(Cl)Cl)cc1 (stereo unspecified)	-1.6	-2.6	-3.4	7.5	-3.7	30.2	8.7	5.2	2.4
O=C(Cc1ccc(Cl)c(Cl)c1)Nc1cccc(S(=O)(=O)N2CCOCC2)c1	0.8	-3.6	-11.7	-4.4	-17.7	35.1	12.7	5.5	-1.2
N#C/C(=C\c1cc(Br)ccc1F)C(=O)NC1CC1	8.3	-3.5	-11.2	51.5*	-81.9	11.8	76.7*	89.8*	-0.1
Cc1cnn(C(=O)c2cc(-c3ccccc3)nc3ccccc23)c1	-1.6	-0.4	-0.6	21.0	-4.4	-4.4	7.2	9.2	-0.3
CC1CCCC(C)N1C(=O)CSc1nc2ccccc2c(=O)[nH]1 (stereo unspecified)	-1.6	0.6	-5.2	-10.5	-5.9	9.4	29.9	-5.4	0.5
O=C(N/N=C/c1ccc(-c2ccc(S(=O)(=O)Nc3ncccn3)cc2)o1)c1cc2ccccc2cc1O	-3.6	0.8	7.3	-22.6	-0.7	54.5*	-37.9	-23.9	0.9
N#CCSc1nc2c(sc(=S)n2Cc2ccco2)c(=O)n1-c1ccc(F)cc1	-4.6	1.1	6.5	33.7	19.9	60.9*	28.3	29.4	-0.1
CC(C)C(=O)Nc1ccc2nn(-c3ccccc3)nc2c1	-0.9	1.1	-2.5	28.0	3.4	-201.0	8.2	16.8	4.6
CCN1CCc2c(sc(NC(=S)NC(=O)c3ccc(Cl)cc3)c2C(N)=O)C1	-2.2	0.0	17.9	11.7	14.1	12.6	16.3	9.6	-0.2
CC(c1ccccc1)C1CC(=O)N(c2ccc(C(=O)O)cc2)C1=O (stereo unspecified)	0.7	-0.5	-3.4	-0.9	-0.5	5.6	-3.3	-2.5	1.7
CC(=O)Nc1cccc(NC(=O)CSc2n[nH]c(-c3ccccc3)n2)c1	-3.0	-1.1	-8.4	3.2	13.4	-13.3	1.4	8.9	1.2
O=C1OC(=O)C2C3CCC(O3)C12 (stereo unspecified)	4.5	-3.9	/	7.2	7.3	26.4	10.0	8.5	0.0
COCCn1c(C(C)C)nc2ccccc21	1.8	-2.8	3.0	-15.2	2.9	11.1	-14.5	4.9	0.7
Cc1ccc2cccnc2c1NC(=S)NC(=O)c1ccccc1	-0.3	1.4	2.2	33.9	-0.5	0.5	33.0	42.7	-2.0
COc1cccc(-n2c(O)c(C=NCc3ccccn3)c3ccccc3c2=O)c1	-5.8	-2.4	-7.1	4.4	-2.5	19.7	23.0	12.2	-1.6
CSc1ccc2nnc(-c3cccc(F)c3)n2n1	-4.0	2.6	-1.3	19.7	-13.5	19.8	48.5*	48.3	-2.1
COCCNC(=O)CN(C(=O)CCC(=O)Nc1ccccn1)c1ccccc1OC	0.2	-3.9	4.5	11.5	-3.6	18.8	-5.7	2.0	2.2
CC1CN(/C=C/C=O)C(C)CC1OC(=O)c1ccccc1 (stereo unspecified)	-0.2	-1.2	-0.7	2.0	7.3	4.1	12.1	5.4	-1.0
Cc1n[nH]c(C)c1CCCCOc1ccccc1F	1.5	-1.2	4.7	12.7	-7.4	22.9	15.8	12.2	1.3
